# Tb MetRS inh = blocks T. brucei methionyl-tRNA synthetase activity | actives 0.4% (n = 360,000) | AID 624268 | inhibition, % at 11.9 µM | purified T. brucei MetRS, ATP depletion, Kinase-Glo luminescence;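 active = inhibition above a per-plate cutoff of the control wells' mean inhibition plus 3 SD, cut at about 5.5% in these data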;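 note: 0% = DMSO wells median and 100% = median of wells with control inhibitor compound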
#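 technique = Kinase-Glo luminescence, ATP depletion format | system = purified MetRS (methionyl-tRNA synthetase) enzyme from Trypanosoma brucei | timing = 15 min preincubation, 2 h reaction, all 25 °C | evaluation = percent inhibition versus plate control medians | dosing = single dose, 11.9 µM final nominal, 0.9% final DMSO | also added = substrates ATP, L-methionine and bulk Escherichia coli tRNA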
# Scp1 inh = blocks human Scp-1 phosphatase activity. Recombinant Scp1, phosphopeptide, malachite green phosphate absorbance. inhibition, % at 20 µM. actives 0.88% (n = 340,000). AID 493091;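 active = inhibition above about 50% at 20 µM, limit read from the data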;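 note: plate controls were DMSO wells with enzyme for no effect and wells lacking enzyme for full effect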
# Target sequence (Q9GZU7 76-261 limits assumed): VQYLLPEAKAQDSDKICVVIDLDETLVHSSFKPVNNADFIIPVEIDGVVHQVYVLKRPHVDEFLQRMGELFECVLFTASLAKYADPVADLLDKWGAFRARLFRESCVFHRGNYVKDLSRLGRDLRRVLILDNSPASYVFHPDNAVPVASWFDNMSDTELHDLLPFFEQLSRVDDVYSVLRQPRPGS
#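 Material: truncated SCP-1 phosphatase (76-261aa) / Buffer or medium: 50 mM Tris acetate pH 5.5, 0.005% Tween-20, 10 mM MgCl2 / Compound dosing: one concentration, 20 µM, with 1.0% DMSO / Incubation: 45 min room-temperature reaction, 5 min colour, 30 min stabiliser / Detection: colorimetric free-phosphate detection, absorbance 630 nm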
# STEP inh = blocks human striatal-enriched tyrosine phosphatase | P54829 | recombinant STEP, OMFP fluorogenic substrate, fluorescence | inhibition, % at 20 µM | actives 0.25% (n = 360,000) | AID 588621;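 active = inhibition at 20 µM, scaled per plate between control wells, above about 37%, limit read from the data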;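 note: 0% = DMSO with enzyme and substrate and 100% = substrate only without enzyme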
# Target sequence (P54829 whole entry, looked up): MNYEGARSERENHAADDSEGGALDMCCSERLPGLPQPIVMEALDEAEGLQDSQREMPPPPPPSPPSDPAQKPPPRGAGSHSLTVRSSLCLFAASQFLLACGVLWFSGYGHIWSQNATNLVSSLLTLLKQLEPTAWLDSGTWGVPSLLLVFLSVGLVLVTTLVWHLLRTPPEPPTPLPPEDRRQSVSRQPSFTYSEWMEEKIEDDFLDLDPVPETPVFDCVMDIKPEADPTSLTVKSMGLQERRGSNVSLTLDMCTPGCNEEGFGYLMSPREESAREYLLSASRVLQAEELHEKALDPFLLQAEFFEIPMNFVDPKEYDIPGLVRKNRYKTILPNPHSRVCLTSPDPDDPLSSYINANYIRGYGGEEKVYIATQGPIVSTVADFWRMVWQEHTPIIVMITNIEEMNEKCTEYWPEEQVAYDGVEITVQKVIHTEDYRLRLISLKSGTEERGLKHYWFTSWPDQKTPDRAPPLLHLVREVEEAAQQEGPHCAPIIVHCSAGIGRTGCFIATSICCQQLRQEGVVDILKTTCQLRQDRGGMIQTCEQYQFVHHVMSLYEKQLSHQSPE
#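 material = STEP tyrosine phosphatase | reagent = fluorogenic phosphatase substrate OMFP at 25 µM final | doses = single compound dose of 20 µM, 1% DMSO final | schedule = 20 min reaction, room temperature, in the dark | measured by = fluorescence, 480/540 nm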
# CSN inh = CSN deneddylation inhibition; Q92905; inhibition, % at 12.5 µM; actives 0.38% (n = 360,000); Purified CSN, SCF-Nedd8-OG deneddylation, fluorescence polarization;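 active = pattern-corrected inhibition above about 35%, with an unprinted fluorescence ratio check between 0.5 and 1.5, limit read from the data, passing the limit was not always enough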;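 note: 0% = enzyme with substrate and 100% = substrate without enzyme; some results filed as inactive read as strong as hits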
# Target sequence (Q92905 whole entry, looked up, one chain of several): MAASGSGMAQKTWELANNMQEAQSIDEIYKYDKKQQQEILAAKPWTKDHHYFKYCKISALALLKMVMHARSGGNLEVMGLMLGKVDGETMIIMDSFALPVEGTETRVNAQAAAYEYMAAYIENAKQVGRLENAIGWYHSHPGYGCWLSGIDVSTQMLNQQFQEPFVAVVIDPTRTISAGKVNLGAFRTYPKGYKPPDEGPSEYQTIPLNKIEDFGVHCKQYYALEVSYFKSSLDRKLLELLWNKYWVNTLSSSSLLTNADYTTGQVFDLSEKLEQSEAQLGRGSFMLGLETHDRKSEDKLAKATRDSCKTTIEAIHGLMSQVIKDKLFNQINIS
#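 Assay system: HEK293T-derived human Csn5 enzyme; quantity: 0.24 nM enzyme; medium: Tris/NaCl/DTT buffer, pH 7.5; also added: substrate SCFSkp2-Nedd8OG, 10 nM; doses: 12.5 µM compound; schedule: 90 min reaction at room temperature; signal: FP; read-out: % inhibition of substrate cleavage by Csn5; benchmarks: substrate-only high control, full reaction low control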
# MsrA inh = bovine MsrA inhibition | purified bovine MsrA, absorbance read-out | inhibition, % at 15.5 µM | actives 0.75% (n = 360,000) | AID 651718; in the data active = inhibition above about 4.5%;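 note: 0% = vehicle wells with enzyme and 100% = reference inhibitor wells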
# NadD block = blocks S. aureus nicotinate mononucleotide adenylyltransferase | purified NadD enzyme, colorimetric absorbance read-out | inhibition, % at 20 µM | actives 0.78% (n = 360,000); in the data active = inhibition above about 26%; note: some compounds past the cut are filed as inactive
# Rpn11 block = blocks the human proteasome subunit Rpn11. actives 0.59% (n = 360,000). calls only at 20 µM. human 26S proteasome, Ub4-pepOG fluorescence polarization; 20S core pre-blocked with epoxomicin. O00487;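 active = inhibition at 20 µM, scaled to each plate's controls, above about 33%, limit read from the data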
# DNMT1 block = blocks human DNA methyltransferase DNMT1. actives 0.83% (n = 360,000). DNMT1 molecular beacon, Hinp1I cleavage, fluorescence. inhibition (reported as % activation of signal), % at 10 µM. P26358; in the data active = inhibition above about 50%
# SUMO1 PPI mod = modulators of human SUMO1-mediated protein-protein interactions; P63165; SUMO1 binding to a labelled peptide, TR-FRET, 1 h; inhibition, % at 20 µM; actives 0.33% (n = 360,000); AID 602429; in the data active = inhibition above about 37%
# LMPTP inh = blocks human LMPTP phosphatase; recombinant LMPTP-A, OMFP fluorogenic substrate, fluorescence intensity; AID 651560; inhibition, % at 20 µM; actives 0.22% (n = 360,000); P24666;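 active = compounds that cut the enzyme signal by at least half of the control window in the single-dose screen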;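 note: plate controls were DMSO wells with enzyme plus substrate for no effect and substrate without enzyme for full effect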
#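 Assay system: LMPTP-A enzyme. Input: 0.625 nM LMPTP-A final. Probe or stimulus: 400 µM OMFP. Compound dosing: single 20 µM dose. Schedule: 50 min dark incubation at room temperature. Detection: fluorescence intensity of OMFP turnover product. Read-out: percent inhibition versus substrate-only and uninhibited controls. Benchmarks: no-enzyme low control, uninhibited high control.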
# The depositor's hits bear a star; i = inactive; . = not tested or not shown; & = joins results of further samples.
Tb MetRS inh	Scp1 inh	STEP inh	CSN inh	MsrA inh	NadD block	Rpn11 block	DNMT1 block	SUMO1 PPI mod	LMPTP inh	mol
-0.3	-12	-2	-1	-1.3	1	i	0	0	-1.4	CCc1nnc(N2C(=O)c3ccccc3C2(O)c2ccccc2)s1 (configuration not stated)
-0.3	0	-2	-17	0.6	0	i	-1	-6	-0.1	COc1ccc(CCNC(=O)CSCc2ccc(F)cc2)cc1OC
-0.3	-2	-3	-8	0.2	-1	i	-4	0	1.5	COc1ccc(OC)c(C(=O)c2ccc(C(=O)N3CCN(Cc4csc(C)n4)CC3)cc2)c1
0.8	4	2	-1	-0.3	2	i	-1	5	0.4	COc1ccc(-c2cc3cc(OC)c(OC)cc3cn2)cc1OC
-0.9	-10	0	1	-0.9	-8	i	-1	3	-1.4	CCCCN(C)CCN1C(=O)C2C(C(=O)Nc3ccc(Cl)cc3)C3C=CC2(O3)C1C(=O)NC1CCCCC1 (configuration not stated)
-0.3	-10	5	-2	0.8	-3	i	2	8	0.2	CCS(=O)(=O)c1ccc(O)c(NC(=O)c2ccc(S(=O)(=O)N3CCCCCC3)cc2)c1
-0.5	-8	-1	-6	-0.1	-2	i	1	-5	0.4	O=C(c1cccs1)N(c1cccc(Cl)c1)C1C=CS(=O)(=O)C1 (configuration not stated)
0.0	-5	-4	-4	-0.3	2	i	1	0	-2.1	COC(=O)Cc1c(C)nc2nc(NCc3ccccc3OC)[nH]n2c1=O
-0.4	-2	0	-7	-1.8	-5	i	1	-43	0.3	COc1ccc(Nc2ccc(N3C(=O)CC(C)C3=O)cc2[N+](=O)[O-])cn1 (configuration not stated)
-1.4	3	1	1	-0.2	-2	i	5	2	-0.5	Cc1ccc(/C=N/n2c(-c3ccncc3)n[nH]c2=S)cc1
-0.7	-5	0	-19	-0.3	1	i	-13	-4	-0.4	C=CCN(c1ccc(C(=O)Nc2ccc(NC(C)=O)cc2)cc1)S(C)(=O)=O
-0.9	25	-1	0	-0.6	-2	i	8	2	3.8	CCc1ccc(-n2c(=O)c3ccccc3n(CC(=O)NCc3ccco3)c2=O)cc1
0.2&-0.2	-8&-7	-1&4	-7&4	-0.3&0.8	4&12	i	1&-2	1&-2	0.1&-1.9	COc1ccc2nc(C)cc(SCC(=O)O)c2c1
0.0	-7	2	-3	1.2	5	i	1	-1	-2.5	Cc1ccccc1N1C(=S)NC2c3ccccc3OC1(C)C2C(=O)N(C)C (configuration not stated)
-0.5	-10	-4	-2	0.9	-2	i	-4	4	0.7	COc1ccccc1NS(=O)(=O)c1cc(NC(=O)C2=NNC(=O)CC2)ccc1C
-0.7	-1	6	0	-1.5	6	i	-2	1	0.6	O=C(CSc1nc2ccccc2[nH]1)Nc1nc(-c2ccccc2)c(-c2ccccc2)o1
-0.6	-4	2	8	-1.0	-2	i	2	-2	-0.4	O=S(=O)(c1cccc(C(F)(F)F)c1)N1CCCC1c1cccnc1 (configuration not stated)
-1.1	-6	-2	-3	-0.8	-3	i	1	-5	-1.9	COc1ccc(N2C(=O)CC(N3CCC(O)(c4ccc(Cl)cc4)CC3)C2=O)cc1 (configuration not stated)
-0.3	-11	-2	1	-1.0	-8	i	-6	5	0.0	CCOC(=O)c1[nH]c(C)c(C(=O)OCC(=O)N2c3ccccc3CC2C)c1C (configuration not stated)
-0.6	-10	-2	-7	1.7	-6	i	-4	-1	3.6	c1ccc(-c2noc(-c3cccc4ccccc34)n2)cc1
-1.1	-1	-1	-2	0.1	-4	i	6	4	-1.1	COC(=O)CCCCC1SCC2NC(=O)NC21 (configuration not stated)
-0.4	-4	2	-3	1.3	-7	i	-1	6	0.7	O=C(CCSc1ccccc1)N1CCN(C(=O)c2ccco2)CC1
0.3	-9	2	1	0.0	-4	i	1	2	-1.2	COc1ccc(-c2[nH]ncc2C=O)cc1OC
-0.5	-5	-2	0	-1.1	9	i	1	30	-7.5	CC(Sc1ccccc1)C(=O)N1CCN(S(=O)(=O)c2ccccc2)CC1 (configuration not stated)
-0.2	-7	-2	5	0.1	5	i	2	-6	0.8	CSc1ccc(S(=O)(=O)N2CCC(C(=O)NCc3ccco3)CC2)cc1
-0.1	-4	-1	3	-0.2	2	i	3	-3	-0.3	O=C1CC2(CCCC2)C(=O)N1CN1CCN(S(=O)(=O)c2ccc(F)cc2F)CC1
1.1	-6	-1	-2	0.8	1	i	3	-3	-0.1	Cc1cnn(C(=S)NCCc2ccccc2)c1
-0.2	-3	2	-4	1.3	0	i	2	-2	-0.1	CC1(C)CC(=O)C2=C(C1)N(c1ccccc1)C(=O)CC2c1ccc(O)cc1 (configuration not stated)
-0.7	0	-3	-3	-0.4	11	i	-1	1	-2.0	CSc1nc(C)cc(C)c1C(N)=O
-0.4	-10	4	10	-0.2	-9	i	1	-4	0.1	Cc1cccc(C)c1NC(=O)C(Cl)C(=O)c1ccccc1 (configuration not stated)
-0.4	-17	0	-1	-0.6	2	i	-3	-3	-0.7	COc1ccc(NS(=O)(=O)c2cc3c(cc2C)N(C(C)=O)CCO3)cc1
0.5	1	4	2	-0.5	-3	i	-4	2	-0.1	CC(C)(C)c1cnnn1-c1ccc(NC(=O)c2ccc3c(c2)OCO3)cc1
-0.1	.	1	-2	-0.5	1	i	6	5	1.8	Clc1ccccc1NN(Cc1ccccn1)c1ccccc1Cl
-1.5	2	-1	1	3.5	2	i	3	2	-0.6	Cc1c(C(=O)O)sc(=S)n1-c1ccccc1
-0.2	8	1	4	0.1	0	i	-1	4	-0.1	Cn1nnnc1SCC(=O)Nc1sccc1C(N)=O
0.6	-10	2	-1	-0.5	10	i	-19	-10	0.2	CCc1ccc2c(CN3CCc4cc(OC)c(OC)cc4C3)cc(=O)oc2c1
-0.1	.	2	-6	2.8	5	i	4	-6	2.0	CN(C)CCNc1nc(-c2ccccc2CO)c2sccc2n1
-0.5	-2	1	2	-0.7	3	i	3	2	0.1	Cc1ccc(-n2ncc3c2CC(C)(C)CC3NC(=O)CCc2cccnc2)cc1 (configuration not stated)
-1.5	14	4	6	0.5	-7	i	9	-4	-0.1	Cc1ccc(/C=C/C(=O)NCCc2ccccc2)o1
-0.8	-7	0	1	0.1	-4	i	3	-3	-0.2	O=C(O)/C=C/C(=O)NCCCc1ccccc1
1.3	-13	0	6	0.0	3	i	5	1	-2.0	Cc1ccc(-n2c(C)nc3ccsc3c2=O)cc1
0.2	-1	1	-1	-0.4	-3	i	1	-3	-0.7	Cc1cc(OCC(=O)Nc2ccc(F)c(F)c2)nc(C(C)C)n1
-0.4	0	-2	-2	0.6	2	i	20	-12	-0.2	O=C(COC(=O)/C=C/c1ccc(Cl)cc1)NC(=O)NCc1ccccc1
0.3	-7	-2	-4	0.9	9	i	0	6	-2.1	COC(=O)CCS(=O)(=O)c1ccc(Cl)cc1
0.3	0	-2	0	0.8	4	i	-1	0	-0.1	CN(C(=O)c1cccc(NC(=O)Cc2ccc(NC(=O)C3CCN(C(=O)c4ccccc4)CC3)cc2)c1)C1CCCC1
-1.3	-18	0	-3	-0.4	-5	i	-4	-3	1.1	Cc1cc(C)c(-n2nnnc2SCC(=O)c2cccs2)c(C)c1
-0.2	-9	5	4	0.5	-1	i	0	0	-1.0	CCNC(=S)Nc1ccc(S(=O)(=O)Nc2cc(C)nc(C)n2)cc1
-0.6	-2	-2	-2	-0.5	26	i	-11	-7	3.4	COc1ccc2cc3c(N)nn(C(=O)Cc4c[nH]c5ccccc45)c3nc2c1
-1.0	1	4	-2	-0.2	-2	i	-3	-1	-1.2	COc1ccccc1CCC(=O)N(C)C1CCCN(Cc2ccccc2F)C1 (configuration not stated)
-0.1	-8	2	-2	0.4	1	i	-3	2	-0.8	O=C(Cn1[nH]c(=O)c2ccccc2c1=O)OCC(=O)N1CCc2ccccc2C1
-0.6	6	-2	3	-0.1	-2	i	1	1	-0.4	Cc1ccc(CNC(=O)Cn2cnc(S(=O)(=O)N3CCC(C)CC3)c2)o1
-0.3	27	-3	3	-1.6	-4	i	4	-2	-1.3	CCCCCCC[N+](CC)(CC)CCCCc1ccc(Cl)cc1
0.3	-11	-3	-8	-0.1	-6	i	2	-2	-0.7	COc1ccc(CC/C(=N\O)C2(O)CCCCC2)cc1
-0.7	-4	1	-1	-1.5	0	i	-1	20	0.5	CCCCCN(C(=O)CCC(=O)OCC(=O)Nc1cccc(SC)c1)c1c(N)n(CCCC)c(=O)[nH]c1=O

# Laid out differently: entries from further up
# Sequence of screens: Tb MetRS inh | Scp1 inh | STEP inh | CSN inh | MsrA inh | NadD block | Rpn11 block | DNMT1 block | SUMO1 PPI mod | LMPTP inh
Cc1ccc(-n2c(C)nc3ccsc3c2=O)cc1
 : 1.3 | -13 | 0 | 6 | 0.0 | 3 | i | 5 | 1 | -2.0
Cc1cc(OCC(=O)Nc2ccc(F)c(F)c2)nc(C(C)C)n1
 : 0.2 | -1 | 1 | -1 | -0.4 | -3 | i | 1 | -3 | -0.7
O=C(COC(=O)/C=C/c1ccc(Cl)cc1)NC(=O)NCc1ccccc1
 : -0.4 | 0 | -2 | -2 | 0.6 | 2 | i | 20 | -12 | -0.2
COC(=O)CCS(=O)(=O)c1ccc(Cl)cc1
 : 0.3 | -7 | -2 | -4 | 0.9 | 9 | i | 0 | 6 | -2.1
CN(C(=O)c1cccc(NC(=O)Cc2ccc(NC(=O)C3CCN(C(=O)c4ccccc4)CC3)cc2)c1)C1CCCC1
 : 0.3 | 0 | -2 | 0 | 0.8 | 4 | i | -1 | 0 | -0.1
Cc1cc(C)c(-n2nnnc2SCC(=O)c2cccs2)c(C)c1
 : -1.3 | -18 | 0 | -3 | -0.4 | -5 | i | -4 | -3 | 1.1
CCNC(=S)Nc1ccc(S(=O)(=O)Nc2cc(C)nc(C)n2)cc1
 : -0.2 | -9 | 5 | 4 | 0.5 | -1 | i | 0 | 0 | -1.0
COc1ccc2cc3c(N)nn(C(=O)Cc4c[nH]c5ccccc45)c3nc2c1
 : -0.6 | -2 | -2 | -2 | -0.5 | 26 | i | -11 | -7 | 3.4
COc1ccccc1CCC(=O)N(C)C1CCCN(Cc2ccccc2F)C1 (configuration not stated)
 : -1.0 | 1 | 4 | -2 | -0.2 | -2 | i | -3 | -1 | -1.2

# From PubChem BioAssay
